High-throughput results (PubChem BioAssay)
ASAP1 GAP inh = inhibitors of human ASAP1 ArfGAP activity; Q9ULH1; ASAP1-stimulated ARF1 GTP hydrolysis, GDP FP detection; 0.19% of 360,000 active; inhibition, % at 16.5 µM; in the data active = inhibition above about 25%;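 also: 0% = vehicle with enzyme and substrate and 100% = no enzyme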
TDP2 absorb = TDP2 (human) inhibition, absorbance primary screen; O95551; recombinant TDP2, T5PNP hydrolysis, p-nitrophenol absorbance 415 nm; inhibition, % at 12.8 µM; 0.34% of 370,000 active;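 active = inhibition above the mean of all tested compounds plus 3 SD, set per campaign, cut at about 25% in these data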;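 also: 0% = DMSO with enzyme and 100% = buffer with substrate but no TDP2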
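test system = human TDP2 enzyme | input = TDP2 enzyme at 120 nM final | medium = 50 mM Tris-HCl pH 7.5 with Mg2+, KCl, DTT, BSA | also added = T5PNP substrate, 5 mM | times = 2 h at 37 °C | technique = epi absorbance | benchmarks = high control without enzyme, low control DMSO plus TDP2 | replication = each compound tested once, singlicate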
Tn7 DDE FP = disrupts Tn7 cyclic peptide binding to fibrin D-Dimer-E complex. P02675. FP displacement of FITC-Tn7 peptide from fibrin DD(E); 0% = median of compound wells per plate. inhibition, % at 8.3 µM. 0.13% of 370,000 active;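 active = inhibition above the mean of compounds falling within the control limits plus 3 SD of them, cut at about 14% in these data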;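 also: 0% = plate median of compound wells and 100% = 10 µM Aha-Tn7 peptide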
Target sequence (P02675 whole entry, looked up): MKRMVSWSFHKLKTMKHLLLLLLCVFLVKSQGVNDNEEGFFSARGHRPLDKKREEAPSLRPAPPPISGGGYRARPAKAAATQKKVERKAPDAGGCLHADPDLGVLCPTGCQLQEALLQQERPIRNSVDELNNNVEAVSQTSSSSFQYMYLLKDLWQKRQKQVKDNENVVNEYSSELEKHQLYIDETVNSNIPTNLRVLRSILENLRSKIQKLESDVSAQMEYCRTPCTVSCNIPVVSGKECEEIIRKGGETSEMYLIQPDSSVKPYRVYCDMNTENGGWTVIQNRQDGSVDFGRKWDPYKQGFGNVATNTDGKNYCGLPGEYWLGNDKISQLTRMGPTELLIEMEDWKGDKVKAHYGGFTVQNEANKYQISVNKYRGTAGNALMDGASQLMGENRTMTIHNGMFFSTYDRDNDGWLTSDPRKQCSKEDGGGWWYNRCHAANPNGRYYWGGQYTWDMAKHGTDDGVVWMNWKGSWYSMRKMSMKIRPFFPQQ
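Test system: human clot-derived fibrin DD(E) complex / Quantity: 2 µM final DD(E) protein / Incubation: 10 min plus 3 h, room temperature / Measured by: fluorescence polarization / Benchmarks: high control of 10 µM Aha-Tn7 peptide / Replicates: singlicate testing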
Tn6 DDE FP = inhibitors of Tn6 peptide binding to human fibrin DD(E); Fibrin DD(E) TRITC-Tn6 fluorescence polarization displacement; 0.21% of 370,000 active; P02675; AID 720509; inhibition, % at 8.3 µM;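 active = inhibition above a per-campaign cutoff: mean of compounds within control limits plus 3 SD, cut at about 15% in these data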;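 also: 0% = median of all compound wells on the plate and 100% = blocking peptide control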
PLCg1 inh = blocks human PLC-gamma1 enzyme activity | inhibition, % at 12.2 µM | 0.84% of 370,000 active | P19174 | purified PLC-gamma1, fluorogenic substrate, fluorescence; in the data active = inhibition above about 9.5%
KLK7 zymogen act = activates the human kallikrein-7 zymogen | P49862 | purified proKLK7, EDANS-DABCYL substrate fluorescence; 100% is mature enzyme control, 0% vehicle | activation, % at 7 µM | 0.9% of 370,000 active | AID 652039;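 active = activation above the mean of all tested compounds plus 3 SD, computed per campaign excluding outliers beyond control limits, cut at about 13% in these data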
Target sequence (P49862 whole entry, looked up): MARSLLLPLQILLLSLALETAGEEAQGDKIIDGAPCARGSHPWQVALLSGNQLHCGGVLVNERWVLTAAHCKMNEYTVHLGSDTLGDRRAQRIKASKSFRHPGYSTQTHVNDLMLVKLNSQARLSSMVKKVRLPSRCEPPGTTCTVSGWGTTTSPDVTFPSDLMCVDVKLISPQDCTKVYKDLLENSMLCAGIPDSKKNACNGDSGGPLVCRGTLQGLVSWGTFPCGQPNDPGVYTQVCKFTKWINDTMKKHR
LEDGF integ inh = blocks HIV-1 LEDGF/p75-dependent DNA integration; TR-FRET IN-LEDGF/p75 DNA integration, Eu/Cy5; inhibition, % at 3.7 µM; 0.64% of 370,000 active;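 active = inhibition above the screen-wide mean plus 3 SD, cut at about 13% in these data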;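 also: signal is the Cy5 over europium emission ratio at 671 and 618 nm; 0% = plate median of compound wells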
ADAM10 inh = inhibitors of human ADAM10; inhibition, % at 7 µM; O14672; 0.62% of 370,000 active; recombinant ADAM10, EDANS/DABCYL FRET peptide cleavage, 3 h; AID 720582;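 active = inhibition above a per-campaign cutoff equal to the mean of compounds falling between control-based bounds plus 3 SD, cut at about 20% in these data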;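 also: 0% = DMSO wells while the 100% control is not disclosed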
ARFGAP1 inhibitor = inhibits rat ARF GTPase activating protein 1; Q62848; Arfgap1-stimulated ARF1 GTP hydrolysis, GDP FP detection; inhibition, % at 16.5 µM; 0.26% of 360,000 active;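 active = inhibition above a per-plate limit, mean inhibition of low control wells plus 3 SD, cut at about 25% in these data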;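 also: 0% = DMSO wells with enzyme and 100% = wells lacking Arfgap1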
Target sequence (Q62848 1-136 limits assumed): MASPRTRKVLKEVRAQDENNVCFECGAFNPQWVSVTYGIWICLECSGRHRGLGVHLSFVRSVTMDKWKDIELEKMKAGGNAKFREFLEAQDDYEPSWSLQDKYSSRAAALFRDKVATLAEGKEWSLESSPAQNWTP
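Assay system: purified rat His6-Arfgap1 residues 1-136 (GAP domain); Reagent: human Δ17 ARF1 bound to GTP; Dosing: 16.5 µM single point, 1.26% DMSO; Times: GTP hydrolysis reaction 2 h at 25 °C; Signal: FP, GDP Alexa 633 tracer displaced from anti-GDP antibody, 620/688 nm; Measure: % inhibition from polarization.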
ADAM17 inh = inhibitors of human ADAM17 | recombinant ADAM17, EDANS/DABCYL FRET peptide cleavage | inhibition, % at 6.95 µM | 0.83% of 370,000 active | AID 720648;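 active = inhibition above the mean of compounds lying between control limits plus 3 SD, set per campaign, cut at about 8.5% in these data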;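 also: 0% = DMSO-only wells as the low control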
An asterisk follows results filed as active.

SMILES | ASAP1 GAP inh | TDP2 absorb | Tn7 DDE FP | Tn6 DDE FP | PLCg1 inh | KLK7 zymogen act | LEDGF integ inh | ADAM10 inh | ARFGAP1 inhibitor | ADAM17 inh
O=C(NC(=S)N1CCCC(C(F)(F)F)C1)c1ccc(F)cc1 (stereo not drawn) | -1 | 5 | 0 | 4 | 2 | -1.0 | 3 | -1 | -11 | -4
Cc1ccc2nsnc2c1S(=O)(=O)Nc1cccc2nsnc12 | -12 | -6 | 5 | -2 | 1 | 0.7 | -2 | 3 | -4 | 1
Cc1csc(=N)n1-c1ccc(Cl)cc1 | -5 | -1 | -7 | 1 | 1 | 0.3 | -3 | 3 | 0 | -1
Cc1noc(C)c1CCC(=O)Nc1c(C(C)C)cccc1C(C)C | -8 | 6 | -5 | -1 | 0 | 0.9 | 2 | 2 | 0 | 1
Cc1ccc(OCC(=O)OCC(=O)c2ccccc2)cc1C | -6 | -17 | 0 | -2 | 5 | -0.8 | 2 | 9 | 4 | -1
C/C(Cl)=C\COc1cc(C)nc2c(Br)cccc12 | -2 | 0 | -7 | 8 | 3 | -0.9 | 1 | 6 | -3 | 0
CC(C)Nc1nc(NC(C)C)nc(Oc2ccc(/C=N/O)cc2)n1 | 0 | -7 | 7 | -5 | -2 | 0.4 | -1 | -2 | -9 | -2
Cc1cccc(OC(C)C(=O)Nc2ccc(S(=O)(=O)N3CCCC3)cc2)c1 (stereo not drawn) | 3 | 11 | 0 | 4 | -2 | -0.2 | 0 | 1 | 16 | 1
Cc1cccc(OCCC(=O)OCC(=O)N2c3ccccc3NC(=O)C2(C)C)c1 | -3 | -3 | -4 | -2 | 1 | 0.3 | 4 | 0 | 1 | -2
CCOC(=O)c1sc2cc([N+](=O)[O-])cc(SCC(C)C)c2c1N | -9 | 0 | -11 | -7 | 0 | 0.0 | 2 | 2 | 5 | 0
CCOC(=O)c1c(NC(=O)c2cccs2)sc2c1CCCC2 | -2 | -8 | -5 | 9 | -6 | 0.1 | 2 | -10 | 3 | -5
O=C(c1ccccc1)c1ncc[nH]1 | 8 | -8 | 6 | -9 | 0 | -0.1 | -1 | -5 | -6 | -5

Among those listed so far, these have a Cl atom:
SMILES | ASAP1 GAP inh | TDP2 absorb | Tn7 DDE FP | Tn6 DDE FP | PLCg1 inh | KLK7 zymogen act | LEDGF integ inh | ADAM10 inh | ARFGAP1 inhibitor | ADAM17 inh
Cc1csc(=N)n1-c1ccc(Cl)cc1 | -5 | -1 | -7 | 1 | 1 | 0.3 | -3 | 3 | 0 | -1
C/C(Cl)=C\COc1cc(C)nc2c(Br)cccc12 | -2 | 0 | -7 | 8 | 3 | -0.9 | 1 | 6 | -3 | 0

Continuation.
SMILES | ASAP1 GAP inh | TDP2 absorb | Tn7 DDE FP | Tn6 DDE FP | PLCg1 inh | KLK7 zymogen act | LEDGF integ inh | ADAM10 inh | ARFGAP1 inhibitor | ADAM17 inh
COC(=O)[C@]12CCCCC=C1N(Cc1ccccc1)C(=O)[C@H](CC(=O)N1CCC(c3ccccc3)CC1)C2 | -14 | -3 | -10 | 5 | 6 | 0.6 | 2 | 6 | 0 | 5
CC(NCc1ccc(S(N)(=O)=O)cc1)C(=O)N1CCc2ccccc21 (stereo not drawn) | 5 | -3 | -1 | -4 | 2 | 0.2 | -4 | -7 | 11 | -8
NC(=O)CSc1nnc(-c2ccccn2)n1N | -10 | -10 | -4 | -3 | 3 | 0.2 | 5 | -6 | -1 | -1
Cn1c(Cn2c(=O)sc3ccccc32)nnc1SCC(=O)Nc1cccc(F)c1 | -2 | 4 | 1 | 0 | 5 | 0.1 | 5 | -1 | -6 | 1
O=c1[nH]c(C(F)(F)C(F)(F)C(F)(F)F)no1 | -4 | 6 | -2 | 1 | 3 | -0.2 | 1 | -5 | -15 | -3
COc1cc(/C=N/N(c2ccccc2)c2ccccc2)ccc1O | 0 | -14 | 4 | -11 | -48 | -1.3 | -4 | -7 | -2 | 2
O=C(NCC1CCCCC1)c1cc(Br)ccc1Cl | 15 | 12 | 4 | -9 | -1 | 0.3 | 3 | 4 | 2 | 1
CC(=O)C[C@@H]1OC[C@H](C(C)C)N1S(=O)(=O)c1ccc(C)cc1 | 4 | -15 | -4 | 5 | 2 | 0.3 | 3 | -9 | 7 | 2
O=C(CSc1nnnn1Cc1ccccc1)c1ccccc1 | 7 | -8 | -5 | 8 | 3 | -0.5 | -1 | 3 | 6 | 4
O=C(C1CCN(S(=O)(=O)c2cccc3cccnc23)CC1)N1CCn2c1nc1ccccc12 | 3 | -6 | -2 | 4 | -3 | -0.1 | -1 | -13 | -5 | 2
CCOC(=O)C(Cc1ccc(O)cc1)NC(=O)CCc1c[nH]c2ccccc12 (stereo not drawn) | 7 | 2 | 0 | 6 | 0 | 0.9 | 3 | 3 | 2 | 0
Cc1cccc(N2CCN(C(=O)CCS(=O)(=O)c3ccc4c(c3)NC(=O)CO4)CC2)c1C | -11 | -8 | 0 | 10 | 5 | -0.1 | -2 | 5 | -9 | 0
O=C(CCCN1C(=O)/C(=C\c2cccs2)SC1=S)Nc1ccc(O)cc1 | 5 | -3 | 2 | -1 | 4 | -1.0 | 2 | 14 | 19 | 1
COc1ccc(N(C)C(=O)Nc2ccc3nsnc3c2)cc1 | 8 | 95* | -6 | -2 | -417 | -0.2 | 56* | -10 | -4 | -1
COc1ccc(C2C(C(=O)c3ccco3)=C(O)C(=O)N2CCN2CCOCC2)c(OC)c1 (stereo not drawn) | -2 | 1 | -4 | -1 | -1 | 0.1 | 3 | -2 | 5 | -1
CSCCC(NC(=O)/C(=C/c1ccc(F)cc1)NC(C)=O)C(=O)O (stereo not drawn) | 2 | -4 | 2 | 1 | 0 | 0.2 | -4 | -8 | 11 | -1
CCOc1ccc(-c2csc3ncn(-c4ccc(OC)cc4)c(=O)c23)cc1 | 6 | -18 | 2 | -5 | 10* | 0.2 | -2 | -4 | 6 | -7
CSc1ccc(CN(C)C(=O)CSCC(=O)Nc2ccc(C)cc2)cc1 | 1 | 9 | 4 | 1 | -3 | 0.1 | -1 | -1 | 4 | 1
Cc1cc(NS(=O)(=O)c2ccc(NC(=O)/C=C/c3ccccc3Cl)cc2)no1 | -2 | 16 | 0 | -10 | -4 | -0.1 | -1 | 4 | 8 | 1
COc1cccc(-c2nc(CS(=O)(=O)CC(=O)NCCN3CCOCC3)c(C)o2)c1 | 1 | 6 | 6 | 0 | -1 | -0.3 | -2 | 1 | 1 | -5
COC(=O)c1cc2c(ccn2-c2ccc(F)cc2)n1Cc1ccc(OC(C)=O)cc1 | 11 | -3 | 0 | 0 | -10 | -8.0 | -2 | -11 | -1 | -2
Cc1ccc(NC(=O)c2cc(-c3cccs3)on2)cc1 | 3 | -6 | 3 | -2 | -5 | -0.9 | -8 | -68 | 4 | -22
Cc1ccccc1NC(=O)c1cnc2ccccn2c1=O | 3 | 11 | 4 | -4 | -1 | 0.5 | 1 | 8 | -8 | -1
CN(C)C(=O)CSc1n[nH]c(=O)[nH]c1=O | -5 | -2 | 2 | 2 | 2 | 0.1 | 0 | 0 | 1 | -1
CCOc1cc2[nH]c(=S)n(CCCC(=O)NCc3ccccn3)c(=O)c2cc1OCC | 4 | -3 | 2 | 0 | 3 | 0.5 | -3 | 0 | -6 | -2
O=C(Nc1nc(-c2ccc(S(=O)(=O)N3CCCC3)cc2)cs1)c1ccco1 | 9 | -3 | -2 | 5 | -7 | -1.7 | 1 | 6 | 10 | 4
COc1ccc(C(=O)c2ccc3oc(-c4ccc(OC)cc4)c(-c4ccc(O)cc4)c3c2)cc1 | 8 | -12 | -2 | -3 | 2 | -0.3 | 2 | 5 | -11 | 8.6*
O=C(Nc1ccc(F)cc1)C(c1ccccc1)N1CCN(c2cccc(C(F)(F)F)n2)CC1 (stereo not drawn) | 4 | -3 | 2 | -4 | 1 | -0.3 | -2 | -4 | 2 | -2
O=C1C(c2ccccc2)=[N+]([O-])c2ccccc21 | 2 | 11 | 1 | 4 | -50 | -0.1 | 0 | -5 | 6 | -5
CCCC(=O)N/C(N)=N/c1nc(C)c2cc(C)ccc2n1 | 7 | -6 | -234 | -40 | -7 | -1.1 | 1 | -82 | -3 | -20
CC(C)(C)c1ccc(C(=O)N/C(=C\c2ccco2)C(=O)O)cc1 | -6 | 3 | -3 | -2 | -2 | 0.3 | 11 | -2 | -7 | -1
O=C(Cc1coc2ccc3ccccc3c12)Nc1nnc(C2CC2)s1 | -4 | 3 | 2 | -8 | -4 | 0.8 | -4 | -12 | 5 | -10
O=C(NC1CCCCC1)NC1CCN(C(=S)NCc2ccco2)CC1 | 1 | 7 | -1 | -4 | -9 | 0.1 | 0 | 1 | -9 | -5
COc1cccc(C(=O)N2[C@H](COCc3ccccc3)C=CS2(=O)=O)c1 | 0 | 4 | 1 | 7 | 1 | 0.4 | -1 | -3 | 2 | 1
CC(C)CCNC(=O)c1cnn2c(C(F)(F)F)cc(-c3ccco3)nc12 | -4 | 2 | -5 | -10 | -342 | -0.6 | 2 | -147 | 1 | -43
COc1ccc(N(CC(=O)NC2CCCCC2)C(=O)CCC(=O)Nc2nc(C)cs2)cc1OC | 0 | -3 | 10 | 7 | -1 | -0.1 | 1 | 8 | 0 | -2
COc1ccc(/C=N/NC(=O)c2ccccc2)cc1CN1CCN(c2ccc(F)cc2)CC1 | -8 | 4 | -4 | -3 | -2 | 0.6 | 0 | 4 | 0 | 2
O=c1[nH][nH]c(-c2ccccc2)c1C=Nc1cccc(Cl)c1 | -4 | -4 | 2 | -8 | 0 | 0.4 | -2 | 1 | -2 | -3
Cc1ccc(CCNC(=O)C2CCC(=O)N(Cc3ccccc3F)C2)o1 (stereo not drawn) | 5 | 1 | -1 | 5 | -1 | -0.3 | 4 | -1 | 4 | 1
COCc1cccc(-c2csc(C(NC(C)=O)c3ccccc3)n2)c1 (stereo not drawn) | -2 | -13 | 2 | 1 | 4 | -1.1 | 8 | 12 | -4 | 1
Cc1ccc(-n2nnnc2SCC(N)=O)c(C)c1 | -8 | -1 | -6 | -1 | 5 | 0.0 | 5 | -2 | 2 | 0
CC(C)C1(C(C)C)OC(=O)c2ccccc21 | 0 | 11 | -1 | -4 | 5 | 0.1 | 0 | 5 | -3 | 1
Cc1ccc(N2CC(C(=O)N3CCN(c4ccccn4)CC3)CC2=O)cc1 (stereo not drawn) | -9 | 3 | -1 | -8 | 1 | 0.1 | 6 | -13 | -11 | -3
CCOc1ccc(N2C(=O)CC(NCC3CCCO3)C2=O)cc1 (stereo not drawn) | -21 | -8 | 4 | -11 | 4 | -1.2 | -2 | -7 | 7 | -6
